# From PubChem
# ssDAF-12 act: S. stercoralis DAF-12 nuclear receptor activators, primary screen, cell-based, luminescence, HEK293, GRIP1 co-expression, lit1-tk-luc; activation, % at 6.8 µM; actives 1% (n = 370,000); HEK293 ssDAF-12/GRIP1 lit1-tk-luc reporter; % of 3 µM dafachronic acid response; Nuclear hormone receptor DAF-12 (Strongyloides stercoralis);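 active = activation above the mean over all tested compounds plus 3 SD, cut at about 0.9% in these data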;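 note: 0% = DMSO-only wells and 100% = 3 µM delta7-dafachronic acid wells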
# ADAM10 inh: human ADAM10 inhibitors, primary screen, biochemical, QFRET, HTS; recombinant ADAM10, EDANS/DABCYL FRET peptide cleavage, 3 h; inhibition, % at 7 µM; actives 0.62% (n = 370,000); AID 720582, 2013;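 active = inhibition above a per-campaign cutoff equal to the mean of compounds falling between control-based bounds plus 3 SD, cut at about 20% in these data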;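 note: 0% = DMSO wells while the 100% control is not disclosed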
# hcDAF-12 act: H. contortus DAF-12 nuclear receptor activators, primary screen, cell-based, luminescence, HEK293, lit1-tk-luc reporter; activation, % at 6.8 µM; actives 1.4% (n = 370,000); AID 652067, 2013; HEK293 hcDAF-12 lit1-tk-luc reporter; 0% DMSO, 100% Δ7-dafachronic acid;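 active = activation above the mean of all tested compounds plus 3 SD, cut at about 5.5% in these data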;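 note: 100% = response to 3 µM Δ7-dafachronic acid high control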
# hgDAF-12 ag: H. glycines DAF-12 receptor agonists, primary screen, cell-based, luminescence, HEK293, GAL4 fusion, UAS-luciferase; actives 1.8% (n = 370,000); activation, % at 6.8 µM; AID 687014, 2013; HEK293 GAL4-hgDAF12 UAS-luciferase reporter, agonist luminescence; normalized to butyrate control; Nuclear hormone receptor DAF-12 (Heterodera glycines), GAL4 fusion;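 active = activation above a cutoff set at the mean of all screened compounds plus 3 SD, cut at about 10% in these data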;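 note: 0% = DMSO wells and 100% = sodium butyrate wells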
# ADAM17 inh: ADAM17 inhibitors, primary screen, biochemical, QFRET. actives 0.83% (n = 370,000). recombinant ADAM17, EDANS/DABCYL FRET peptide cleavage. Disintegrin and metalloproteinase domain-containing protein 17 (Homo sapiens), P78536. inhibition, % at 6.95 µM;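 active = inhibition above the mean of compounds lying between control limits plus 3 SD, set per campaign, cut at about 8.5% in these data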;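 note: 0% = DMSO-only wells as the low control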
# NPR1 activator: GC-A stimulated cGMP production enhancers – HEK293 GC-A cells, cGMP TR-FRET, EC30 ANP, primary screen | Atrial natriuretic peptide receptor 1 (Homo sapiens), P16066 | 0% at EC30 ANP, 100% saturating ANP | activation, % at 10 µM | actives 0.14% (n = 370,000) | AID 1671463, 2021; in the data active = activation above about 40%
# Target sequence (P16066 whole entry, looked up): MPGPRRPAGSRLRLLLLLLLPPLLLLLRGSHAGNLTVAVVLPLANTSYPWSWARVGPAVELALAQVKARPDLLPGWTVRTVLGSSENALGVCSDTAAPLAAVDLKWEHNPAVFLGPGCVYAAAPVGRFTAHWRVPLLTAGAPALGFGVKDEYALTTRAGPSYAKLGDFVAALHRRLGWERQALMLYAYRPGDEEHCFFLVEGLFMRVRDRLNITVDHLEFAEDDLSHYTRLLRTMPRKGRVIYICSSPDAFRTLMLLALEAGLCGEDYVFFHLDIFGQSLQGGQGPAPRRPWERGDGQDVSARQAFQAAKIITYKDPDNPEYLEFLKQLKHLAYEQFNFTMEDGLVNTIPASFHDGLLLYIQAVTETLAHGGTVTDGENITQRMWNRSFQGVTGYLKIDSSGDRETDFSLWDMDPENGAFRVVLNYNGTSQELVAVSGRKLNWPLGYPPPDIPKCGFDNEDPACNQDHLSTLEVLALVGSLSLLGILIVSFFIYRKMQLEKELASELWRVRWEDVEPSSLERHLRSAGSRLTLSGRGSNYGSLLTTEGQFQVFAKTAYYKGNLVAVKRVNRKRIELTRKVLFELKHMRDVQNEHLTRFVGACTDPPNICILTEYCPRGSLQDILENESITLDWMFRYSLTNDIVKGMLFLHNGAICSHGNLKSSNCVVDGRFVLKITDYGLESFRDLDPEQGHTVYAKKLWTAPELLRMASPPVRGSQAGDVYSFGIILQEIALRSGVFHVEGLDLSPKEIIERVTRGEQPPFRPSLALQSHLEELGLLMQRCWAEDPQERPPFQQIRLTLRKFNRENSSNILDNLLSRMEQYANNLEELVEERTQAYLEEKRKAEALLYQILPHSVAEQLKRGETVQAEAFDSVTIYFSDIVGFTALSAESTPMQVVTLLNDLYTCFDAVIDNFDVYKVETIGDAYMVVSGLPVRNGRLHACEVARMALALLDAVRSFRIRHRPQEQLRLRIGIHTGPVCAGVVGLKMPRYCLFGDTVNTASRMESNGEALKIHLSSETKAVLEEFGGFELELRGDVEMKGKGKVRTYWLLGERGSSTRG
# SMARCA2 activ: SMARCA2 (BRM) function activators, primary screen, cell-based, luminescence, high throughput; actives 1% (n = 370,000); activation, % at 9.1 µM; MG213 cells, MMTV-luciferase reporter, dexamethasone, overnight; in the data active = activation above about 7.8%;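 note: 0% = vehicle wells and 100% = reference activator wells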
# DAX1 inh-1: DAX1 (NR0B1) inhibitors on StAR promoter, primary screen, cell-based, luminescence, SF-1 (NR5A1), full-length DAX-1 | HEK293T StAR-luciferase reporter, SF-1/DAX-1 repression relief | inhibition, % at 6.8 µM | AID 652010, 2013 | actives 1.1% (n = 370,000);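 active = inhibition above the mean over all tested compounds plus 3 SD, cut at about 3.6% in these data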;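 note: 0% = DAX-1 cells with DMSO and 100% = cells lacking DAX-1 with DMSO; higher inhibition means more luminescence from relief of DAX-1 repression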
# DAX1 inh-2: DAX1 (NR0B1) inhibitors, primary screen, cell-based, HEK293, Gal4-DAX1, luciferase luminescence | actives 0.99% (n = 340,000) | HEK293 Gal4-DAX1 luciferase reporter | inhibition, % at 6.75 µM | AID 504766, 2011 | Nuclear receptor subfamily 0 group B member 1 (Homo sapiens), P51843;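 active = inhibition above the mean over all tested compounds plus 3 SD, cut at about 4.2% in these data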;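 note: 0% = DAX1-transfected cells with DMSO and 100% = empty-vector control cells with DMSO; inhibition shows as a rise in luminescence from relieved DAX1 repression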
# FXN GAA850 act: FXN promoter activators, primary screen, cell-based, luciferase luminescence, HEK293 lucGAA850; HEK293 lucGAA850 FXN promoter luciferase reporter, 24 h; percent of 10 µM SAHA response; activation, % at 6 µM; actives 0.56% (n = 360,000); AID 540364, 2011;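 active = activation above the average of all compounds screened plus 3 SD, cutoff fixed separately per campaign, cut at about 7.5% in these data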;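 note: 0% = DMSO wells and 100% = 10 µM SAHA wells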
# PG9 Ab binder: binders of HIV-1 gp120 antibody PG9, primary screen, biochemical, TR-FRET | HIV-1 gp120 / PG9 antibody interaction | TR-FRET gp120-PG9 antibody binding | actives 0.43% (n = 360,000) | inhibition, % at 6.7 µM; in the data active = inhibition above about 8.5%
# Numbers without * were called inactive; i = inactive; nt = not tested or not shown. Outcome played no part in choosing rows; any-hit rate near 6.8%.
SMILES,ssDAF-12 act,ADAM10 inh,hcDAF-12 act,hgDAF-12 ag,ADAM17 inh,NPR1 activator,SMARCA2 activ,DAX1 inh-1,DAX1 inh-2,FXN GAA850 act,PG9 Ab binder
NC(=O)c1ccc(NCCc2ccco2)cc1,-1.2,-25.7,0.2,2.5,-5.2,-3.0,-3.4,1.3,nt,nt,-2.1
CCn1nnc(NC(=S)NC(=O)c2ccc(-c3cccc(Cl)c3)o2)n1,-1.4,-25.5,-3.0,-3.1,-8.7,-3.1,-0.1,-0.1,nt,0.5,1.4
CCOC(=O)c1ccc(NC(=O)c2ccc(OC(C)C)c(OC)c2)cc1,-2.3,14.0,-1.8,-3.1,-1.0,-3.9,-1.7,-1.3,-0.1,-1.5,0.0
COc1cc(CCC(=O)N2CC(C)OC(C)C2)cc(OC)c1OC (stereo not given),-1.3,-9.1,-1.8,-0.1,-7.5,2.9,-2.4,0.2,-0.2,-1.3,0.9
CC1=C(C(=O)Nc2ccccc2)C(c2ccco2)NC(=O)N1 (stereo not given),-1.1,-0.3,1.6,5.6,-1.4,4.4,-0.7,-0.3,0.6,1.3,-0.6
O=C(c1ccc2c(=O)n(Cc3ccc4c(c3)OCO4)c(=O)[nH]c2c1)N1CCN(c2ccccc2)CC1,-1.1,-0.2,-0.8,0.7,-0.5,-4.7,1.6,0.6,0.0,0.2,-2.5
Cc1ccccc1CC1(CO)CCCN(C(=O)c2cccc(Cl)c2)C1 (stereo not given),-1.4,10.6,-2.0,-0.1,-1.6,-3.1,1.2,0.2,1.0,0.7,0.3
CCOC(=O)C1(CC/C(C)=N\NC(N)=O)CC(C)OC1=O (stereo not given),-1.2,-7.5,-0.2,-0.7,-2.6,-2.5,-4.4,0.1,1.9,0.9,-0.1
CCN(C(=O)c1cccc(Br)c1)c1ccccc1,-1.8,2.7,-0.3,-2.8,-2.9,-20.6,0.2,-0.4,-2.2,2.7,0.1
CCc1ccc(O)c(N=Cc2cccc(C)c2O)c1,-0.1,2.7,4.2,-2.0,-1.6,1.4,-3.1,-0.2,-1.6,0.7,-3.7
COc1ccc(C2=NC(C)(C)Cc3cc(OC)c(OC)cc32)cc1OC,-1.3,-5.3,-1.3,0.7,-4.2,5.8,3.7,0.0,-0.1,2.5,-0.6
O=C(NCCc1ccc(C(F)(F)F)cc1)C1CCC(=O)N(CCCN2CCCC2=O)C1 (stereo not given),-1.3,-8.9,-0.9,-1.1,-3.7,-1.6,-2.2,0.2,-0.6,2.2,0.3
c1ccc(OCCCc2nc(-c3ccccn3)no2)cc1,-1.0,-10.1,-0.8,0.7,4.8,-3.0,2.9,1.3,-1.2,2.5,1.7
Cc1nnc(SCC(=O)N2c3ccccc3C(C)(c3ccccc3)CC2(C)C)s1 (stereo not given),-2.7,14.8,-4.7,-1.5,5.7,-8.7,1.5,-1.8,-2.6,-0.3,-0.8
Cc1nn(CC#N)c(=O)n1-c1ccccc1F,-0.8,-7.2,-0.3,-0.8,-5.3,0.9,-4.6,-0.4,0.9,0.4,-0.2
COc1ccc(CCNC(=O)C(=O)NCC2OCCN2S(=O)(=O)c2ccc(Cl)cc2)cc1OC (stereo not given),-1.8,4.5,-1.2,-1.0,-2.9,4.9,-0.4,-4.0,-2.2,0.0,0.8
Cc1ccc(NC(=O)c2nc[nH]c2C(=O)NCc2ccccc2)cc1,-1.3,-2.8,2.4,-0.3,-1.6,0.9,0.5,0.1,0.3,-0.5,1.0
CC(C)Oc1ccc2c(=O)c(-c3ccccc3)coc2c1,-0.1,0.9,2.7,13.9*,-3.2,0.0,0.0,8.3*,1.3,2.4,0.1
COc1ccc(CCNC(=O)/C=C/c2ccco2)cc1OC,-0.5,-1.4,-1.5,-1.5,-1.5,1.4,2.8,0.0,0.6,4.4,-1.3
COc1cccc(NC(=O)Cn2c(CCC(=O)O)ccc2-c2cccs2)c1,-0.6,-41.6,-0.4,-2.5,-15.5,0.6,-3.9,-0.1,0.9,2.6,0.1
Cc1ccc(OCC(=O)N2CCC3(CC2)CC(=O)c2ccccc2O3)cc1,-1.5,-83.2,-1.8,0.4,-24.6,3.6,-1.1,-2.3,-0.1,-0.7,1.4
O=c1cc(-c2ccccc2)c2c(O)cc(O)cc2o1,0.8,-9.5,-0.2,0.6,-4.6,4.7,-0.4,-0.8,1.8,1.8,1.3
COc1ccc(N2CCN(CCCNC(=O)COc3ccc(C)cc3)CC2)cc1,-1.7,-2.4,-1.9,-0.9,-5.4,0.8,-5.4,-1.3,nt,nt,nt
N#CC1=C(N)OC2=C(CCc3ccccc32)C1c1ccccc1Cl (stereo not given),-0.7,i,2.8,-1.9,-315.9,-0.7,-2.7,0.1,-0.9,-1.6,1.2
CN1c2ccccc2C(C)(C)C12CC(c1ccc(S(=O)(=O)N3CCCCC3)cc1)=NO2 (stereo not given),-2.1,0.2,-3.1,-9.5,-1.3,1.9,6.4,-0.8,-2.0,-5.0,-1.1
COc1ccc(/C=N/NC(=S)SC)cc1OC,-1.4,-8.4,0.0,1.8,-0.7,14.8,-2.0,-0.4,-1.2,6.2,-1.3
Cc1ccc(CNC(=O)C2C3C=CC(C3)C2C(=O)O)cc1 (stereo not given),-0.8,-0.6,-2.2,-0.8,-3.2,1.1,-3.0,-1.0,-1.5,0.6,-0.9
COc1cccc(C(=O)NCc2cn3ccsc3n2)c1,-0.6,-5.2,-0.1,0.2,-5.8,3.8,-0.7,1.5,1.6,1.6,0.8
O=C(COC(=O)c1cc(S(=O)(=O)N2CCOCC2)ccc1F)Nc1c(Cl)cccc1C(F)(F)F,-0.6,-7.5,0.1,-0.9,-4.6,4.1,0.1,0.2,0.3,0.7,0.4
O=C(CN(CCO)c1ccccc1)Nc1ccc(Cl)c(S(=O)(=O)N2CCOCC2)c1,-2.0,0.3,-1.6,-2.3,0.8,-5.5,-2.0,-0.8,-0.2,0.0,-0.7

# Just ADAM17 inh and SMARCA2 activ (3 entries from above):
structure	ADAM17 inh	SMARCA2 activ
CC(C)Oc1ccc2c(=O)c(-c3ccccc3)coc2c1	-3.2	0.0
O=c1cc(-c2ccccc2)c2c(O)cc(O)cc2o1	-4.6	-0.4
O=C(CN(CCO)c1ccccc1)Nc1ccc(Cl)c(S(=O)(=O)N2CCOCC2)c1	0.8	-2.0

# The results go on.
SMILES,ssDAF-12 act,ADAM10 inh,hcDAF-12 act,hgDAF-12 ag,ADAM17 inh,NPR1 activator,SMARCA2 activ,DAX1 inh-1,DAX1 inh-2,FXN GAA850 act,PG9 Ab binder
Cc1ccc(-c2cc(C(F)(F)F)n3nc(C(=O)Nc4c(C)n(C)n(-c5ccccc5)c4=O)cc3n2)cc1,-0.9,0.8,-0.8,2.0,-3.7,-0.5,-1.8,0.4,0.5,-0.5,0.3
COc1ccc(-c2nc(CS(=O)CC(=O)N3CCN(C)CC3)c(C)o2)cc1OC (stereo not given),-0.2,1.5,0.1,1.7,-3.2,2.4,6.1,-0.2,0.1,0.1,-2.4
CC(=O)Nc1nnc(COc2ccc(Cl)cc2)s1,0.6,-0.8,2.6,12.8*,-1.3,11.7,4.8,5.5*,1.6,4.9,-0.1
O=C(CSc1n[nH]c(=O)n1C1CC1)Nc1ccc(F)c(Cl)c1,-1.6,-5.7,-0.7,1.6,-6.1,-1.4,-0.9,-0.3,-0.5,1.6,-0.6
COc1ccc(-c2c3c(=O)n(C)c(=O)n(C)c3cn2-c2cccc(OC)c2)cc1,-0.1,-0.3,7.4*,2.9,-1.5,-3.7,-2.5,0.1,-1.7,0.2,-3.3
CC(C)[C@H](NC(=O)N1CC(=O)Nc2ccccc21)C(=O)N[C@@H](C(=O)O)c1ccccc1,-1.1,-15.9,-0.5,3.4,-5.8,3.7,-2.5,0.1,0.2,0.7,2.2
COC(=O)c1ccc(NC(=O)CC(=O)Nc2ccc(C(=O)OC)cc2)cc1,-1.4,-0.4,-1.3,2.8,-4.1,4.1,-1.5,0.5,0.5,-1.7,-0.2
CCOC(=O)C1C(c2ccccc2Cl)NC(=O)N(C)C1(O)C(F)(F)F (stereo not given),-1.6,-10.8,1.6,-2.5,-3.8,2.1,-3.3,-0.4,0.4,1.1,1.3
O=C(NCc1ccc2c(c1)OCO2)C1CCCN1C(=O)Nc1ccc(Cl)cc1 (stereo not given),-0.8,-2.3,-0.6,2.1,2.1,-5.7,-3.6,0.3,0.9,2.1,-2.3
O=C(CSc1nc2ccccc2s1)Nc1ccc(Cl)c(C(=O)O)c1,-0.1,6.8,2.1,0.9,-1.6,2.2,-3.4,0.6,-0.6,1.3,-2.3
CCc1nc(CN2CCN(c3ccc(C(F)(F)F)cn3)CC2)c(C)[nH]1,-2.4,0.6,-2.5,-6.0,-4.0,3.0,-3.6,-1.1,-0.8,1.0,-0.7
COc1ccc(S(=O)(=O)Nc2cccc(F)c2C)cc1C(=O)N1CCOCC1,-0.2,-16.0,-1.3,-0.6,-1.4,1.0,-2.8,0.1,-0.2,1.9,-1.1
CC(=O)Oc1ccc(Cn2c(C)c(C(=O)NCc3cccc(C(F)(F)F)c3)sc2=O)cc1,-1.4,4.4,-3.5,-4.8,3.6,3.5,-2.2,-1.4,nt,-1.7,0.6
Cc1ccc(N(C(=O)c2ccco2)C(C(=O)NC2CCCC2)c2ccco2)c(C)c1 (stereo not given),-0.6,-1.0,-1.7,-1.5,-4.0,-8.1,-0.6,-0.6,2.3,-0.5,-0.7
Cn1c(CCN2CCOCC2)nc2cc(NC(=O)COc3ccc([N+](=O)[O-])cc3)ccc21,-0.8,-2.9,-1.1,-0.9,-2.1,5.6,-3.9,-0.3,-0.4,-0.6,-2.3
CN(CC(=O)Nc1ccccc1Br)C(=O)c1cccc(S(=O)(=O)NCc2ccccc2)c1,0.0,-11.9,-0.8,-3.0,-3.0,-1.9,-1.9,-0.4,-0.1,-0.3,0.1
O=C(Nc1ccc(F)cc1Cl)c1ccc2c(=O)n3c(nc2c1)CCC3,0.1,-3.1,6.5*,10.5*,-2.1,1.9,6.2,8.8*,2.0,5.8,-2.1
